ADAM17 inh: ADAM17 inhibitors, primary screen, biochemical, QFRET. Disintegrin and metalloproteinase domain-containing protein 17 (Homo sapiens), P78536. recombinant ADAM17, EDANS/DABCYL FRET peptide cleavage. inhibition, % at 6.95 µM. actives 0.83% (n = 370,000). AID 720648, 2013;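 active means inhibition above the mean of compounds lying between control limits plus 3 SD, set per campaign, cut at about 8.5% in these data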;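 further: 0% = DMSO-only wells as the low control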
NPR1 activator: GC-A stimulated cGMP production enhancers – HEK293 GC-A cells, cGMP TR-FRET, EC30 ANP, primary screen. 0% at EC30 ANP, 100% saturating ANP. activation, % at 10 µM. actives 0.14% (n = 370,000); in the data active means activation above about 40%
DAX1 inh-1: DAX1 (NR0B1) inhibitors, primary screen, cell-based, HEK293, Gal4-DAX1, luciferase luminescence | AID 504766, 2011 | inhibition, % at 6.75 µM | actives 0.99% (n = 340,000) | HEK293 Gal4-DAX1 luciferase reporter | Nuclear receptor subfamily 0 group B member 1 (Homo sapiens), P51843;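 active means inhibition above the mean over all tested compounds plus 3 SD, cut at about 4.2% in these data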;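 further: 0% = DAX1-transfected cells with DMSO and 100% = empty-vector control cells with DMSO; inhibition shows as a rise in luminescence from relieved DAX1 repression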
Target sequence (P51843 207-470 limits assumed): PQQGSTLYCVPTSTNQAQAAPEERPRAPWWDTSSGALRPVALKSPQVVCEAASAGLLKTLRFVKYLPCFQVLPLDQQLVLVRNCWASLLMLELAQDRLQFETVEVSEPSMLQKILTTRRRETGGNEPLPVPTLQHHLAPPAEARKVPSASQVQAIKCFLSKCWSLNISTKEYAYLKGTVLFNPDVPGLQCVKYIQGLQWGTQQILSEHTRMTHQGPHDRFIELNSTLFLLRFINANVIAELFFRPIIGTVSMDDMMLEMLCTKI
hcDAF12 agonist: H. contortus DAF-12 nuclear receptor activators, primary screen, cell-based, luminescence, HEK293, lit1-tk-luc reporter. HEK293 hcDAF-12 lit1-tk-luc reporter; 0% DMSO, 100% Δ7-dafachronic acid. activation, % at 6.8 µM. actives 1.4% (n = 370,000). AID 652067, 2013;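 active means activation above the mean of all tested compounds plus 3 SD, cut at about 5.5% in these data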;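 further: 100% = response to 3 µM Δ7-dafachronic acid high control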
hgDAF-12 ag: H. glycines DAF-12 receptor agonists, primary screen, cell-based, luminescence, HEK293, GAL4 fusion, UAS-luciferase | Nuclear hormone receptor DAF-12 (Heterodera glycines), GAL4 fusion | AID 687014, 2013 | actives 1.8% (n = 370,000) | activation, % at 6.8 µM | HEK293 GAL4-hgDAF12 UAS-luciferase reporter, agonist luminescence; normalized to butyrate control;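 active means activation above a cutoff set at the mean of all screened compounds plus 3 SD, cut at about 10% in these data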;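 further: 0% = DMSO wells and 100% = sodium butyrate wells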
ADAM10 inh: human ADAM10 inhibitors, primary screen, biochemical, QFRET, HTS; inhibition, % at 7 µM; actives 0.62% (n = 370,000); recombinant ADAM10, EDANS/DABCYL FRET peptide cleavage, 3 h;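 active means inhibition above a per-campaign cutoff equal to the mean of compounds falling between control-based bounds plus 3 SD, cut at about 20% in these data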;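 further: 0% = DMSO wells while the 100% control is not disclosed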
Target sequence (O14672 214-748 limits assumed): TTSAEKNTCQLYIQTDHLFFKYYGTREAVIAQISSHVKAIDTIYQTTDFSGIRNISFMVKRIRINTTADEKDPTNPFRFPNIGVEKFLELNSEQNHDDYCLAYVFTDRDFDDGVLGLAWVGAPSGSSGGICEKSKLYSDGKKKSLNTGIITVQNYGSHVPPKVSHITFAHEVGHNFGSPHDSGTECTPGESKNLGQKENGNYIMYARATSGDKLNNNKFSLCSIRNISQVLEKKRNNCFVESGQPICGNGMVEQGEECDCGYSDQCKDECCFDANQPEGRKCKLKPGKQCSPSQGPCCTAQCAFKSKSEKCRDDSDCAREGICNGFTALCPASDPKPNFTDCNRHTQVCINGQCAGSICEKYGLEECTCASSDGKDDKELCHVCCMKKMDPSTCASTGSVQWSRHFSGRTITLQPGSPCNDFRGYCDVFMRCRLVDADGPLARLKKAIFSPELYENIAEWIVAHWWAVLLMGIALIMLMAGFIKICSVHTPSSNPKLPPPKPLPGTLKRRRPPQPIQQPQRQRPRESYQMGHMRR
SMARCA2 act: SMARCA2 (BRM) function activators, primary screen, cell-based, luminescence, high throughput. MG213 cells, MMTV-luciferase reporter, dexamethasone, overnight. activation, % at 9.1 µM. actives 1% (n = 370,000); in the data active means activation above about 7.8%;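 further: 0% = vehicle wells and 100% = reference activator wells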
PG9 Ab binder: binders of HIV-1 gp120 antibody PG9, primary screen, biochemical, TR-FRET; HIV-1 gp120 / PG9 antibody interaction; actives 0.43% (n = 360,000); inhibition, % at 6.7 µM; TR-FRET gp120-PG9 antibody binding; in the data active means inhibition above about 8.5%
FXN GAA850 act: FXN promoter activators, primary screen, cell-based, luciferase luminescence, HEK293 lucGAA850 | HEK293 lucGAA850 FXN promoter luciferase reporter, 24 h; percent of 10 µM SAHA response | activation, % at 6 µM | actives 0.56% (n = 360,000);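 active means activation above the average of all compounds screened plus 3 SD, cutoff fixed separately per campaign, cut at about 7.5% in these data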;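 further: 0% = DMSO wells and 100% = 10 µM SAHA wells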
DAX1 inh-2: DAX1 (NR0B1) inhibitors on StAR promoter, primary screen, cell-based, luminescence, SF-1 (NR5A1), full-length DAX-1. inhibition, % at 6.8 µM. HEK293T StAR-luciferase reporter, SF-1/DAX-1 repression relief. AID 652010, 2013. actives 1.1% (n = 370,000);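 active means inhibition above the mean over all tested compounds plus 3 SD, cut at about 3.6% in these data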;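 further: 0% = DAX-1 cells with DMSO and 100% = cells lacking DAX-1 with DMSO; higher inhibition means more luminescence from relief of DAX-1 repression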
ssDAF-12 act: S. stercoralis DAF-12 nuclear receptor activators, primary screen, cell-based, luminescence, HEK293, GRIP1 co-expression, lit1-tk-luc; Nuclear hormone receptor DAF-12 (Strongyloides stercoralis); HEK293 ssDAF-12/GRIP1 lit1-tk-luc reporter; % of 3 µM dafachronic acid response; activation, % at 6.8 µM; actives 1% (n = 370,000);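 active means activation above the mean over all tested compounds plus 3 SD, cut at about 0.9% in these data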;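 further: 0% = DMSO-only wells and 100% = 3 µM delta7-dafachronic acid wells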
* = called active by the depositor.

Results for CCOC(=O)C1CCCN(C(=O)Cn2nc(CC)n3c(cc4sccc43)c2=O)C1 (centres undefined) ?
ADAM17 inh: 4; NPR1 activator: -2; DAX1 inh-1: -0.2; hcDAF12 agonist: -0.9; hgDAF-12 ag: -2.1; ADAM10 inh: -11; SMARCA2 act: -2; PG9 Ab binder: 1.7; FXN GAA850 act: -3.4; DAX1 inh-2: -1.2; ssDAF-12 act: -0.3

How did Cn1c(SCC(=O)C(C)(C)C)nnc1-c1ccncc1 do in these assays?
ADAM17 inh: -7; NPR1 activator: -4; DAX1 inh-1: -0.7; hcDAF12 agonist: -1.8; hgDAF-12 ag: -1.8; ADAM10 inh: -4; SMARCA2 act: 0; PG9 Ab binder: 1.5; FXN GAA850 act: -1.6; DAX1 inh-2: -0.6; ssDAF-12 act: -1.4

How did COC(=O)c1ccccc1NC(=O)C1CC(=O)N(c2ccc(C)c(C)c2)C1 (centres undefined) do in these assays?
ADAM17 inh: -2; NPR1 activator: -3; DAX1 inh-1: -0.2; hcDAF12 agonist: -0.8; hgDAF-12 ag: 3.6; ADAM10 inh: -4; SMARCA2 act: -1; PG9 Ab binder: 0.7; FXN GAA850 act: -1.3; DAX1 inh-2: 0.1; ssDAF-12 act: -1.6

Results for O=C(NCc1ccccc1C(F)(F)F)c1cccc2c1C(=O)c1ccc(N3CCCCC3)cc1S2(=O)=O ?
ADAM17 inh: -5; NPR1 activator: 2; DAX1 inh-1: 0.1; hcDAF12 agonist: -1.1; hgDAF-12 ag: 2.4; ADAM10 inh: -2; SMARCA2 act: 1; PG9 Ab binder: -1.1; FXN GAA850 act: 1.5; DAX1 inh-2: -0.3; ssDAF-12 act: -1.1

What do the screens show for `CN(C(=O)CSc1nnc(Nc2ccccc2)s1)c1c(N)n(Cc2ccccc2)c(=O)[nH]c1=O`?
ADAM17 inh: -4; NPR1 activator: 0; DAX1 inh-1: -0.3; hcDAF12 agonist: -2.6; hgDAF-12 ag: 0.1; ADAM10 inh: -1; SMARCA2 act: 0; PG9 Ab binder: 0.4; FXN GAA850 act: -0.7; DAX1 inh-2: -0.8; ssDAF-12 act: -0.8

How did Cc1cc(C)c(S(=O)(=O)N2CCN(C(=O)c3c(C)nn(-c4ccccc4)c3Cl)CC2)c(C)c1 do in these assays?
ADAM17 inh: 0; NPR1 activator: -3; DAX1 inh-1: -0.3; hcDAF12 agonist: -2.2; hgDAF-12 ag: 1.0; ADAM10 inh: 6; SMARCA2 act: -1; PG9 Ab binder: 2.0; FXN GAA850 act: -1.9; DAX1 inh-2: -2.0; ssDAF-12 act: -1.4

How did COc1ccc(C(CC(=O)O)NC(=O)Cc2ccccc2)cc1 (centres undefined) do in these assays?
ADAM17 inh: -3; NPR1 activator: 1; DAX1 inh-1: -1.1; hcDAF12 agonist: -0.8; hgDAF-12 ag: 0.9; ADAM10 inh: 3; SMARCA2 act: -2; PG9 Ab binder: -0.4; FXN GAA850 act: 4.0; DAX1 inh-2: -0.1; ssDAF-12 act: -0.9

How did Cc1cccc(NC(=O)CN2C(=O)S/C(=C\C(=O)Nc3ccc(Cl)cc3)C2=O)c1 do in these assays?
ADAM17 inh: 3; NPR1 activator: -6; DAX1 inh-1: -0.9; hcDAF12 agonist: -1.9; hgDAF-12 ag: 0.0; ADAM10 inh: -2; SMARCA2 act: -1; PG9 Ab binder: -1.8; FXN GAA850 act: 2.2; DAX1 inh-2: 0.2; ssDAF-12 act: -0.8

How did CCOc1ncccc1C(=O)OCC(=O)Nc1ccc(Cl)cn1 do in these assays?
ADAM17 inh: -3; NPR1 activator: -1; DAX1 inh-1: -0.3; hcDAF12 agonist: -0.3; hgDAF-12 ag: 2.4; ADAM10 inh: 4; SMARCA2 act: -3; PG9 Ab binder: -2.1; FXN GAA850 act: 0.3; DAX1 inh-2: -0.9; ssDAF-12 act: -0.9

How did CCN=C1S/C(=C\c2cc(Br)ccc2OCC(=O)OCC)C(=O)N1CC do in these assays?
ADAM17 inh: 1; NPR1 activator: 1; DAX1 inh-1: -0.4; hcDAF12 agonist: 0.4; hgDAF-12 ag: 1.4; ADAM10 inh: 11; SMARCA2 act: 2; PG9 Ab binder: 0.1; FXN GAA850 act: -0.2; DAX1 inh-2: -0.3; ssDAF-12 act: -1.0

How did O=C(N/C(=C\c1cccnc1)C(=O)N1CCOCC1)c1ccco1 do in these assays?
ADAM17 inh: 1; NPR1 activator: -1; DAX1 inh-1: -1.4; hcDAF12 agonist: 0.3; hgDAF-12 ag: 3.8; ADAM10 inh: 0; SMARCA2 act: -1; PG9 Ab binder: -2.5; FXN GAA850 act: 2.2; DAX1 inh-2: -0.1; ssDAF-12 act: 0.3

Results for COc1ccccc1NS(=O)(=O)c1cc(C(=O)NC2CCN(Cc3ccccc3)CC2)ccc1C ?
ADAM17 inh: 1; NPR1 activator: 0; hcDAF12 agonist: -4.0; hgDAF-12 ag: -6.0; ADAM10 inh: -9; SMARCA2 act: -5; PG9 Ab binder: 0.3; DAX1 inh-2: -7.3; ssDAF-12 act: -2.0

What do the screens show for `C=CCC1(CC=C)CCCN1C(=O)c1cc(COc2cccc(C(F)(F)F)c2)on1`?
ADAM17 inh: 5; NPR1 activator: 0; DAX1 inh-1: 0.0; hcDAF12 agonist: -2.6; hgDAF-12 ag: 0.7; ADAM10 inh: 4; SMARCA2 act: -2; PG9 Ab binder: 0.2; FXN GAA850 act: 1.2; DAX1 inh-2: -1.3; ssDAF-12 act: -1.8

What do the screens show for `C=C(C)Cn1c(NCCC)nc2c1c(=O)n(C)c(=O)n2C`?
ADAM17 inh: -4; NPR1 activator: 20; DAX1 inh-1: -0.1; hcDAF12 agonist: -0.6; hgDAF-12 ag: 2.0; ADAM10 inh: -4; SMARCA2 act: -3; PG9 Ab binder: -1.1; FXN GAA850 act: 0.2; DAX1 inh-2: -0.3; ssDAF-12 act: -1.3

How did Cc1cc(C)c(-c2cc(NC(=O)COC(=O)c3ccc(C#N)cc3)n(-c3ccccc3)n2)cc1C do in these assays?
ADAM17 inh: 9.1*; NPR1 activator: 0; DAX1 inh-1: -0.5; hcDAF12 agonist: 1.7; hgDAF-12 ag: 0.5; ADAM10 inh: 23*; SMARCA2 act: 0; PG9 Ab binder: -1.1; FXN GAA850 act: 4.1; DAX1 inh-2: -0.4; ssDAF-12 act: -0.5

Results for CC(C)(C)C(=O)Cn1ncc(N2CCOCC2)c(Cl)c1=O ?
ADAM17 inh: 3; NPR1 activator: 2; DAX1 inh-1: 0.5; hcDAF12 agonist: 1.1; hgDAF-12 ag: 3.4; ADAM10 inh: 5; SMARCA2 act: -1; PG9 Ab binder: -0.3; FXN GAA850 act: 4.1; DAX1 inh-2: 0.6; ssDAF-12 act: -0.6

How did O=C(NCc1cccnc1)c1ccccc1NC(=O)c1c(F)cccc1F do in these assays?
ADAM17 inh: 0; NPR1 activator: 2; DAX1 inh-1: 0.5; hcDAF12 agonist: -1.2; hgDAF-12 ag: -1.2; ADAM10 inh: -3; SMARCA2 act: -2; PG9 Ab binder: 1.3; FXN GAA850 act: -1.0; DAX1 inh-2: -0.6; ssDAF-12 act: -0.6

What do the screens show for `CN(C(=O)c1ccccc1OCc1ccc(Cl)cc1)c1ccccc1`?
ADAM17 inh: 2; NPR1 activator: -19; DAX1 inh-1: -0.9; hcDAF12 agonist: -0.7; hgDAF-12 ag: -0.6; ADAM10 inh: -1; SMARCA2 act: -2; PG9 Ab binder: -2.4; FXN GAA850 act: -0.7; DAX1 inh-2: -2.3; ssDAF-12 act: -1.2

What do the screens show for `COC(=O)CSc1[nH]c2ccc(F)cc2c1[N+](=O)[O-]`?
ADAM17 inh: -12; NPR1 activator: 0; DAX1 inh-1: -1.4; hcDAF12 agonist: -0.6; hgDAF-12 ag: 0.7; ADAM10 inh: -24; SMARCA2 act: 1; PG9 Ab binder: 0.1; FXN GAA850 act: 0.3; DAX1 inh-2: 0.1; ssDAF-12 act: -1.6

Results for COc1ccc(C(=O)NC(C)CCc2ccccc2)cc1[N+](=O)[O-] (centres undefined) ?
ADAM17 inh: 0; NPR1 activator: 2; DAX1 inh-1: -0.1; hcDAF12 agonist: -1.7; hgDAF-12 ag: -1.3; ADAM10 inh: -3; SMARCA2 act: -1; PG9 Ab binder: 0.1; FXN GAA850 act: 1.0; DAX1 inh-2: -0.6; ssDAF-12 act: -2.0

Results for CC(C)C(=O)N1CCN(c2ccccc2NC(=O)c2cccc(Cl)c2)CC1 ?
ADAM17 inh: -3; NPR1 activator: 0; DAX1 inh-1: -1.2; hcDAF12 agonist: -0.5; hgDAF-12 ag: -2.4; ADAM10 inh: 3; SMARCA2 act: -2; PG9 Ab binder: -0.7; FXN GAA850 act: -0.1; DAX1 inh-2: -1.1; ssDAF-12 act: -0.9

How did O=S(=O)(c1ccc(F)cc1)n1ccc(-c2cccc(OCc3ccc(Cl)cc3Cl)c2)n1 do in these assays?
ADAM17 inh: -6; NPR1 activator: 0; DAX1 inh-1: 3.1; hcDAF12 agonist: -1.5; hgDAF-12 ag: 0.0; ADAM10 inh: -2; SMARCA2 act: -2; PG9 Ab binder: 2.2; FXN GAA850 act: 3.2; DAX1 inh-2: -0.8; ssDAF-12 act: -0.6

What do the screens show for `CC(=O)C1=C(C)N(Cc2ccc(F)cc2)C(=S)NC1c1ccc(Br)cc1` (centres undefined)?
ADAM17 inh: 7; NPR1 activator: -16; hcDAF12 agonist: -1.2; hgDAF-12 ag: -2.4; ADAM10 inh: 10; SMARCA2 act: -4; PG9 Ab binder: -2.9; DAX1 inh-2: -0.1; ssDAF-12 act: -1.6

Results for O=C(CN1C(=O)CSc2ccc(C(F)(F)F)cc21)Nc1ccccc1 ?
ADAM17 inh: -1; NPR1 activator: -9; DAX1 inh-1: 4.0; hcDAF12 agonist: -1.4; hgDAF-12 ag: -3.0; ADAM10 inh: 12; SMARCA2 act: -4; PG9 Ab binder: -1.5; FXN GAA850 act: 1.1; DAX1 inh-2: -0.2; ssDAF-12 act: -1.0
